Screens: PubChem, several laboratories
Cl transport mod = KCC2 (human) Cl- transport modulation; 190,000 tested, 2.2% active; KCC2 cells, thallium flux FluoZin-2 fluorescence; B-score of Tl+ flux slope (higher = more flux/activation; lower = inhibition) at 10 µM;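 active = thallium flux slope and its plate-corrected score both differing from the plate sample mean at a set confidence after two filtering rounds, in either direction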;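 note: slope of fluorescence scaled to starting intensity during 10 to 20 s after thallium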
PERK inh = inhibitors of human PERK kinase | Q9NZJ5 | CHO PERK-DD fusion, SEAP luminescence translation reporter | inhibition, % at 5.6 µM | 220,000 tested, 0.17% active;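 active = inhibition above the mean inhibition of all tested compounds plus 3 SD, set separately per screening campaign, cut at about 2.9% in these data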;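 note: PERK kinase domain activated by AP20187 dimerizer at 100 nM; 0% = DMSO with dimerizer and 100% = rapamycin at 8.4 µM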
FXIa inh = factor XIa (human) inhibition | P03951 | purified FXIa, Boc-Glu-Ala-Arg-AMC fluorogenic substrate | inhibition, % at 5 µM | 220,000 tested, 0.14% active;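 active = inhibition of at least 40%; inactive = inhibition below 40%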;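 note: fluorescence of freed AMC excited at 355 nm; 0% = enzyme without compound and 100% = no enzyme blank; many of its hits are not listed in these tables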
Furin inh = inhibitors of human furin; purified furin, fluorogenic substrate cleavage; inhibition, % at 30 µM; 220,000 tested, 0.061% active; AID 463115; in the data active = inhibition above about 25%; note: inactives centre near -15
FXIIa inh = inhibitors of human coagulation factor XIIa; P00748; purified FXIIa, Boc-QGR-AMC fluorogenic substrate, 2 h; inhibition, % at 5 µM; 220,000 tested, 0.3% active; AID 800; in the data active = inhibition above about 40%;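 note: 0% = enzyme with no compound and 100% = blank without enzyme; many of its hits are not listed in these tables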
Wee1 degr inh = blocks degradation of human Wee1 kinase; P30291; HeLa Luc-Wee1K328M stability, luciferase luminescence; 100% = proteasome inhibitor MG132 effect; reporter increase, % at 5 µM; 220,000 tested, 1.2% active; AID 1321;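 active = activation above the mean of all tested compounds plus 3 SD, set per screening run, cut at about 8.8% in these data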;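 note: cells exposed to compound for 20 h before luminescence read; 0% = DMSO alone and 100% = MG132 at 30 µM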
Thrombin inh = blocks human thrombin protease activity; inhibition, % at 5 µM; P00734; 220,000 tested, 0.26% active; alpha-thrombin, Boc-VPR-AMC fluorogenic substrate cleavage;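 active = inhibition at or above 40%; inactive = inhibition below 40%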;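 note: 0% = enzyme with no compound and 100% = wells without enzyme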
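signal = AMC fluorescence, 355/460 nm | material = human alpha-thrombin enzyme | control set = enzyme without compound as high, wells lacking enzyme as low | times = reaction at room temperature | read-out basis = percent inhibition scaled between no-compound controls and no-enzyme blanks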
hK5 inh = blocks human kallikrein 5 protease activity; recombinant hK5, fluorogenic AMC substrate cleavage; inhibition, % at 5 µM; 210,000 tested, 0.59% active; AID 873;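 active = inhibition of 40% or more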;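 note: 0% = enzyme controls without compound and 100% = no-enzyme blanks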
Target sequence (Q9Y337 67-293 limits assumed): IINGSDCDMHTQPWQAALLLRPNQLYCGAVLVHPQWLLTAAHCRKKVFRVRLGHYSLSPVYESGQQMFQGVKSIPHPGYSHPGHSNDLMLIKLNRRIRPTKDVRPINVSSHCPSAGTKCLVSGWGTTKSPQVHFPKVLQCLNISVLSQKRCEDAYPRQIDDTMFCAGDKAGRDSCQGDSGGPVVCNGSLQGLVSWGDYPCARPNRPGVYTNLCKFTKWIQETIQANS
p97 ATPase inh = inhibitors of human p97 ATPase; P55072; recombinant p97 ATPase, Kinase-Glo ATP luminescence, 3 h; inhibition, % at 8 µM; 220,000 tested, 0.42% active; AID 1481; in the data active = inhibition above about 15%;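 note: 0% = DMSO vehicle and 100% = wells lacking enzyme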
Target sequence (P55072 whole entry, looked up): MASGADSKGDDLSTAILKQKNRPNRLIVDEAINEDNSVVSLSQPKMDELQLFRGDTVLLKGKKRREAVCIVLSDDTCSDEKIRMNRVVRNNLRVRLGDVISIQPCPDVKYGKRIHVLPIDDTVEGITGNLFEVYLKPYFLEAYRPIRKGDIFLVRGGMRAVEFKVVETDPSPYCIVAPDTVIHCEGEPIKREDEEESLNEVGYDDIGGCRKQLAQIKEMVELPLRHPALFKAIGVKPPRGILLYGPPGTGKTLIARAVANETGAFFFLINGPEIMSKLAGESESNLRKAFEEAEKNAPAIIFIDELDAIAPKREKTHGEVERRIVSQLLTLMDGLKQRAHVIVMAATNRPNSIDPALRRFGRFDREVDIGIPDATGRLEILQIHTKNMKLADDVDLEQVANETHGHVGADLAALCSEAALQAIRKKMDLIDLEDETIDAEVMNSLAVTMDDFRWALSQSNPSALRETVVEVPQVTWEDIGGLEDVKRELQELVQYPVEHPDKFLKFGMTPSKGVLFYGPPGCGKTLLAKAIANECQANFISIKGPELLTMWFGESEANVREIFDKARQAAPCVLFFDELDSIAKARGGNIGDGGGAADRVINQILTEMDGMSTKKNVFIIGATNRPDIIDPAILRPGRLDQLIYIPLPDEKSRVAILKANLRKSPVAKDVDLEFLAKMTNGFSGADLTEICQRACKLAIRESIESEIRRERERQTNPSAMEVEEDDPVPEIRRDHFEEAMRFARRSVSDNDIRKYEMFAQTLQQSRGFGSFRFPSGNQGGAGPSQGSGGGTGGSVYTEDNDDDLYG
* = called active by the depositor; x = not tested or not shown; [ ] = another dose, or the depositor's remark.

SMILES	Cl transport mod	PERK inh	FXIa inh	Furin inh	FXIIa inh	Wee1 degr inh	Thrombin inh	hK5 inh	p97 ATPase inh
Cc1ccc(Nc2c([N+](=O)[O-])cc(C(=O)N3CC(=O)Nc4ccccc43)cc2[N+](=O)[O-])c(C)c1	x	-1.2	3	-19	5	2	5	-3	6
COc1ccc(NC(=O)OCCN2CCN(Cc3ccccc3)CCC2=O)cc1	-0.48	-0.1	3	-23	13	-2	-1	-7	4
O=C1C(=O)N(c2cccc(Cl)c2)C(c2ccccc2[N+](=O)[O-])/C1=C(\O)c1ccccc1 (centres undefined)	x	0.5	0	-10[20 µM]	-11	-2	-7	-3	3
Cc1ccccc1OS(=O)(=O)c1cn(C)c(=O)n(C)c1=O	-1.3	0.8	4	-29	8	2	-2	2	6
CCN(CC)S(=O)(=O)c1cccc(C(=O)NC2CCCCC2)c1	x	0.3	3	-14[20 µM]	-1	-1	2	-7	3
CC(C)OCCCNCc1cccs1	0.66	0.2	8	-9[20 µM]	16	-2	3	3	2
NS(=O)(=O)c1ccc(-c2ccc(C=NC3CCS(=O)(=O)C3)o2)cc1 (centres undefined)	0.019	0.4	-7	-12	-3	0	-2	2	5
CC(C)C(NS(=O)(=O)c1cc(C(=O)O)ccc1Cl)C(=O)O (centres undefined)	0.55	1.1	-1	-15	8	1	4	1	5
CC(=O)c1ccc(NC(=O)c2cccs2)cc1	0.26	0.1	2	-21[20 µM]	6	3	0	4	-2
COc1ccccc1N1CCN(c2cc(C)nc3nc(C)nn23)CC1	0.12	0.1	-12	-27	-3	-3	2	-2	0
N#Cc1nc(COc2cccc(Cl)c2)oc1NCCN1CCOCC1	-2.3	-1.4	-2	-19	9	2	-1	-2	-4
O=C(CN(Cc1ccccc1F)C(=O)Cn1nnc(-c2cccs2)n1)NCC1CCCO1 (centres undefined)	1	-0.3	-3	-29	0	-1	19	53*	-4
CC(C)(CO)N1CCN(C(=S)Nc2ccccc2)CC1	x	0.7	-4	-23	4	2	-7	-2	0
O=C1CC(c2c[nH]c3ccccc23)C(=O)N1c1ccccc1 (centres undefined)	0.61	0.4	28	-14[20 µM]	10	2	-2	6	1
O=C(Nc1ccccc1)N(CCN1CCOCC1)Cc1cccc(Cl)c1	0.97	-1.6	-2	-15	7	-2	-2	-3	-1
CSc1ccc(CNc2ccccn2)cc1	x	0.4	-1	-14	11	-1	0	-8	1
O=C(Nc1ccccc1C(=O)NCC1CCCO1)c1ccco1 (centres undefined)	x	-1.6	4	-10[20 µM]	11	0	3	-7	-2
OC(COCc1ccccc1)CN1CCN(c2ccccc2F)CC1 (centres undefined)	-0.0028	-0.2	1	-6	9	-1	-4	-21	-5
O=C1CSC2(CCCCC2)N1CCO	x	-0.3	0	-10	13	0	1	-5	1
CC(O)c1nc2ccccc2n1CC(=O)Nc1ccc(F)cc1Cl (centres undefined)	0.88	0.9	-3	-25	9	-3	-1	0	2
Cc1ccc(C(=O)N2CCN(S(=O)(=O)c3ccc(C)c([N+](=O)[O-])c3)C2)cc1	0.9	0.0	3	-28	x	0	0	5	-3
O=C(OCc1ccccn1)c1ccc(COc2ccc3ccccc3c2)o1	-0.89	1.7	-2	-15	7	9	-2	4	-2
O=C(CCCn1cc([N+](=O)[O-])cn1)NC1CCCCCC1	0.35	0.3	0	-19	11	0	-2	-2	-1
CCOc1ccc(NCC2CCOC(C)(C)C2)cc1 (centres undefined)	-0.0024	1.4	11	-25[20 µM]	20	0	4	-19	2
COc1cccc(NC(=O)COC(=O)CNS(=O)(=O)c2c(F)cccc2F)c1	1.1	0.9	11	-20	10	0	-2	1	6
Next part.
SMILES	Cl transport mod	PERK inh	FXIa inh	Furin inh	FXIIa inh	Wee1 degr inh	Thrombin inh	hK5 inh	p97 ATPase inh
COc1ccc(-n2c(SCC(=O)O)nnc2-c2ccc(NC(=O)c3ccccc3)cc2)cc1	0.21	0.1	3	-16	10	-2	1	2	2
COc1ccc2nc(Nc3ccc4c(c3)OCO4)sc2c1	0.63	-0.8	-9	-24	-2	6	-2	-20	4
Cc1c(NC(=O)c2nn3c(c2Br)NC(c2ccccc2)CC3C(F)(F)F)c(=O)n(-c2ccccc2)n1C (centres undefined)	0.18	0.6	8	-12	18	1	-2	-11	-1
Cc1ccc(C)n1-n1cnc2sc3c(c2c1=O)CCCCC3	-0.94	-1.1	-7	-9[20 µM]	-3	0	-2	2	-2
O=C(COC(=O)C1=COCCO1)NC(=O)c1ccc(OC(F)F)cc1	0.058	0.1	-1	-26	6	-1	-16	8	4
COc1ccc(S(=O)(=O)N2CCC(C(N)=O)CC2)c2ccccc12	-0.51	0.3	18	-30[20 µM]	32	-2	12	32	5
O=C(c1cc2ccccc2oc1=O)N1CCOCC1	-0.0022	1.8	1	-21	14	4	0	4	5
O=C(NNC1CC(=O)N(c2ccccc2)C1=O)c1ccc(COc2ccccc2Cl)o1 (centres undefined)	-2.1	-0.8	1	-17	10	6	6	11	-8
COc1ccc(OCC(=O)N2CCN(C(=O)COc3ccccc3)CC2)cc1	-0.14	0.0	-11	-9[20 µM]	-14	0	-9	6	0
COc1ccc2[nH]c3c(=O)n(N)c(C)nc3c2c1	-0.97	-0.3	-5	-28	-3	0	-9	-13	0
Nc1ccc2oc(-c3ccccc3Cl)nc2c1	0.42	0.8	-3	-11	5	0	-8	-1	-4
O=C(O)C1CCN(C(=O)CSc2nc3ccccc3s2)CC1	1.3	0.5	-7	8	-1	1	-2	-14	5
O=c1c(Cl)c2oc3ccccc3nc-2c2ccccc12	0	-0.2	-2	-10	6	2	-9	4	-4
COc1ccc(N=Nc2c(N)n[nH]c2N)cc1	0.14	0.5	7	3	10	-1	3	5	7
Cc1oc(C(C)(C)C)cc1C(=O)Nc1cccc(C(=O)O)c1	x	0.0	3	-24[20 µM]	17	-1	6	-10	1
NS(=O)(=O)c1ccc(CNS(=O)(=O)c2cc(C(=O)O)ccc2Cl)cc1	-0.061	0.1	1	-8	7	-3	-6	-4	7
O=C(CCc1nc2ccccc2[nH]c1=O)OCc1ccc(S(=O)(=O)N2CCOCC2)cc1	0.48	0.8	-2	-15[20 µM]	-4	4	-5	4	-1
CCc1nc(SCC(=O)N2CCC(Cc3ccccc3)CC2)c2c(=O)n(C)c(=O)n(C)c2n1	0.44	1.3	-3	-20	5	2	3	2	2
CCCC(c1nnnn1C1CCCC1)N1CCN(C(=O)c2ccco2)CC1 (centres undefined)	0.31	-0.6	1	-21	12	-2	-3	9	2
Cc1ccc(NC(=S)NC(=O)CC2CC(C)(C)OC2=O)cc1 (centres undefined)	0.46	-0.4	-3	-23	3	-3	-13	x	0
Cc1cccc(Nc2nnc(SCC(=O)Nc3ccccc3[N+](=O)[O-])s2)c1	-0.68	-0.6	-3	-4	-3	-3	-1	16	-13
COc1cccc(/C=C/C(=O)OCC(=O)Nc2ccccc2Sc2ccccc2)c1	1.5	0.2	8	-3	13	-2	-2	-7	-11
COc1ccc(CN(C(=O)c2ccccc2OC)C2CCS(=O)(=O)C2)cc1 (centres undefined)	-0.78	-0.2	-7	-21[20 µM]	12	-1	0	0	-3
COc1cccc(CNC(=O)C23CN(Cc4ccccc4)CC2C(c2ccc([N+](=O)[O-])cc2)=NO3)c1 (centres undefined)	-2	-0.6	3	-24[20 µM]	6	3	1	-20	2
Cc1ccc2cc(COC(=O)C3CCCO3)c(=O)[nH]c2c1 (centres undefined)	x	1.1	-2	-7[20 µM]	10	0	3	-6	4
Next part.
SMILES	Cl transport mod	PERK inh	FXIa inh	Furin inh	FXIIa inh	Wee1 degr inh	Thrombin inh	hK5 inh	p97 ATPase inh
O=C(CSc1nnc(Cc2cc(=O)[nH]c(=O)[nH]2)n1-c1ccccc1)N1CCCCC1	0.63	0.7	3	-27	12	-2	0	-3	-1
O=C(NCCSCc1ccccc1)c1ccccc1	-1.3	0.3	1	-18	14	-1	3	7	-4
COc1ccc(-n2c(=O)c3ccccc3n(CC(=O)NC3CCCC3)c2=O)c(OC)c1	x	-0.6	-10	-22	-5	-2	-7	-3	-4
CCOc1cnc(-c2ccc(Cl)cc2)o1	x	1.2	2	-23[20 µM]	1	1	-1	0	-1
COc1ccc(CNC(=O)CCc2nc3cc(S(=O)(=O)N(C)C)ccc3n2C)cc1OC	-0.37	1.6	1	-16	7	1	-8	1	3
CN(C)c1ccc(CN(C(=O)/C=C/c2ccco2)C2CCS(=O)(=O)C2)cc1 (centres undefined)	-0.53	-0.9	0	-16	0	1	-4	0	6
O=C(CN1CCC(NC(=O)c2ccccc2)CC1)NCc1ccccc1F	x	-1.3	6	-4	13	3	-5	-8	5
CC(C)C(=O)Nc1nnc(Cc2c[nH]c3ccccc23)s1	0.76	0.7	1	-21	11	2	-3	2	2
CCNc1nc(SC)nc(N(C#N)CC(=O)OC)n1	-0.021	-0.2	-2	-13[20 µM]	7	-1	2	0	6
O=C1c2ccccc2C(=O)N1Cc1cc(-c2ccccc2Cl)no1	x	1.9	-2	-13[20 µM]	5	-1	0	-9	-1
COc1ccccc1-c1nnc(SC/C(O)=C(\C#N)c2nc3ccccc3[nH]2)n1C1CCCCC1	-1.4	0.1	4	-5	12	1	9	-58	3
Cc1nn(C)c(C(=O)Sc2cccc(Cl)c2)c1[N+](=O)[O-]	-0.2	2.4	-2	-20	5	-2	-3	-5	-1

Entries listed so far that have an aryl thioether with sulfur outside any ring (9):
SMILES	Cl transport mod	PERK inh	FXIa inh	Furin inh	FXIIa inh	Wee1 degr inh	Thrombin inh	hK5 inh	p97 ATPase inh
CSc1ccc(CNc2ccccn2)cc1	x	0.4	-1	-14	11	-1	0	-8	1
COc1ccc(-n2c(SCC(=O)O)nnc2-c2ccc(NC(=O)c3ccccc3)cc2)cc1	0.21	0.1	3	-16	10	-2	1	2	2
O=C(O)C1CCN(C(=O)CSc2nc3ccccc3s2)CC1	1.3	0.5	-7	8	-1	1	-2	-14	5
CCc1nc(SCC(=O)N2CCC(Cc3ccccc3)CC2)c2c(=O)n(C)c(=O)n(C)c2n1	0.44	1.3	-3	-20	5	2	3	2	2
Cc1cccc(Nc2nnc(SCC(=O)Nc3ccccc3[N+](=O)[O-])s2)c1	-0.68	-0.6	-3	-4	-3	-3	-1	16	-13
COc1cccc(/C=C/C(=O)OCC(=O)Nc2ccccc2Sc2ccccc2)c1	1.5	0.2	8	-3	13	-2	-2	-7	-11
O=C(CSc1nnc(Cc2cc(=O)[nH]c(=O)[nH]2)n1-c1ccccc1)N1CCCCC1	0.63	0.7	3	-27	12	-2	0	-3	-1
CCNc1nc(SC)nc(N(C#N)CC(=O)OC)n1	-0.021	-0.2	-2	-13[20 µM]	7	-1	2	0	6
COc1ccccc1-c1nnc(SC/C(O)=C(\C#N)c2nc3ccccc3[nH]2)n1C1CCCCC1	-1.4	0.1	4	-5	12	1	9	-58	3
